TcdB GH inh: TcdB glycohydrolase inhibitors, primary screen, biochemical, single point, plate reader | TcdB glycohydrolase enzymatic assay | 350,000 tested, 0.24% active | inhibition, % at 9.99 µM | Toxin B (Clostridioides difficile), P18177; in the data active means inhibition above about 10%
Target sequence (P18177 whole entry, looked up): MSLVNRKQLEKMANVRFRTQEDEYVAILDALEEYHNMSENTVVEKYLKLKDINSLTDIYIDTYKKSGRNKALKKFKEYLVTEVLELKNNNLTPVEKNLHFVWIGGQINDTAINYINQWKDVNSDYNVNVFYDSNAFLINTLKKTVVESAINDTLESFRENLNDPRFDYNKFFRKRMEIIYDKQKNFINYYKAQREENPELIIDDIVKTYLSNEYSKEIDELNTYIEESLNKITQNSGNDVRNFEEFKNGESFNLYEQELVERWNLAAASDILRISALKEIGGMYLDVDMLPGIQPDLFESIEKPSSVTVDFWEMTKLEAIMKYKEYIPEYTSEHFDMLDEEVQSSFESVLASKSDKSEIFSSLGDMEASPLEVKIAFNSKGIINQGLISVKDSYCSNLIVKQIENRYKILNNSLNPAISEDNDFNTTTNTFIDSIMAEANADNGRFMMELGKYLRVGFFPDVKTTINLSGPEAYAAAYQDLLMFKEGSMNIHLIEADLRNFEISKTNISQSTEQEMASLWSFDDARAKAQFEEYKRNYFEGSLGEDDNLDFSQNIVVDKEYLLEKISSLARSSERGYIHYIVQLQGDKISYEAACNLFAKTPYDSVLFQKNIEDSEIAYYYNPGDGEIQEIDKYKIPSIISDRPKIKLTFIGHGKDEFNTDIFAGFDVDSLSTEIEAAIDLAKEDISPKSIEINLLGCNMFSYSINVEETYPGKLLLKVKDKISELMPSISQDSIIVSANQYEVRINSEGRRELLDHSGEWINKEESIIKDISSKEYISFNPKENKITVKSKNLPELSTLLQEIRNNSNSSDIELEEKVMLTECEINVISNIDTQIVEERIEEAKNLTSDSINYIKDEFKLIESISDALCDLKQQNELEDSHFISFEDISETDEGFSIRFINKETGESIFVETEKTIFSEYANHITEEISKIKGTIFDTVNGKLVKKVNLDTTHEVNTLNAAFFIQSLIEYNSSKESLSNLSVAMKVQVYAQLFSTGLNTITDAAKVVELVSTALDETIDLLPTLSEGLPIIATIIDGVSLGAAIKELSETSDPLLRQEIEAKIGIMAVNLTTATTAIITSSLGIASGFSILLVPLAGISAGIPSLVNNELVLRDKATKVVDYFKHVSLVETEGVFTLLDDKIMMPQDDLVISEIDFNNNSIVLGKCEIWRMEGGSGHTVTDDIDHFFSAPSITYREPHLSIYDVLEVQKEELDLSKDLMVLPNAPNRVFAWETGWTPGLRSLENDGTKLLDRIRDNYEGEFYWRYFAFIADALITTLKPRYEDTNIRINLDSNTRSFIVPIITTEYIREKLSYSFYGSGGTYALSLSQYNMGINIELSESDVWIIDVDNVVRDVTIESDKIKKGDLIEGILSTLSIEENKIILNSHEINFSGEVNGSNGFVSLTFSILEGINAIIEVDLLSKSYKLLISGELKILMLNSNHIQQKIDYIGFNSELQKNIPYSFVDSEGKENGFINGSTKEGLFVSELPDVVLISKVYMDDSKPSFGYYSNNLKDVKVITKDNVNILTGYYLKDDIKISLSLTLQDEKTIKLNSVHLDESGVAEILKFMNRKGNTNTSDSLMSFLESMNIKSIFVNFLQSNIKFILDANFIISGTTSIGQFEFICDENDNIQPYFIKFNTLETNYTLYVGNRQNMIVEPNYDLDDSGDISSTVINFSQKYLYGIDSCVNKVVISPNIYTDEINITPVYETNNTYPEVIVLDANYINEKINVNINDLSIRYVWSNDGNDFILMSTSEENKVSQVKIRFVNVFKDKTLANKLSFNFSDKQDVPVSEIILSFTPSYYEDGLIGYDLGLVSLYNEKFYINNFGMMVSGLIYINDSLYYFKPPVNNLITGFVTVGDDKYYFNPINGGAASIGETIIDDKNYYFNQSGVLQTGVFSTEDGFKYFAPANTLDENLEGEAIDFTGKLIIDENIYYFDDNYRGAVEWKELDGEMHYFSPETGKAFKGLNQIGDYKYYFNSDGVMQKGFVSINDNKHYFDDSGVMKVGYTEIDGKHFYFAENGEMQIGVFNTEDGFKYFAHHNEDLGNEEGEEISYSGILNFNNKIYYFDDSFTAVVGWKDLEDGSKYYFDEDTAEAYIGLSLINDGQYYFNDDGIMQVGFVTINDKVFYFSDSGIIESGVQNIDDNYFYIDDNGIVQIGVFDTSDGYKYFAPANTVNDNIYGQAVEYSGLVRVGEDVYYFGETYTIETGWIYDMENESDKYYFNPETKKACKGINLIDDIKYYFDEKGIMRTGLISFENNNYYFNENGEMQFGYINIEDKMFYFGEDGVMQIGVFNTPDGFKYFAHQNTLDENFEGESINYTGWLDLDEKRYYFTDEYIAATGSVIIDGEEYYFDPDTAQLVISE
The depositor's hits bear a star. Not all compounds are listed; rates above refer to the full screens.

SMILES	TcdB GH inh
CN(C)C(=O)c1cccc(-c2ccc([C@@H]3[C@@H](CO)N(C(=O)C4CCC4)[C@H]3C#N)cc2)c1	0.8
C[C@@H]1CN([C@H](C)CO)C(=O)Cc2cc(NC(=O)Cn3cnnn3)ccc2O[C@H]1CN(C)Cc1ccc(Cl)c(Cl)c1	0.3
C[C@@H]1CCCCO[C@@H](CN(C)S(=O)(=O)c2cn(C)cn2)[C@@H](C)CN([C@@H](C)CO)C(=O)c2cc(NC(=O)Nc3ccccc3)ccc2O1	-0.1
CCC(=O)N(C)C[C@H]1Oc2ncc(C#CCC(C)C)cc2C(=O)N([C@H](C)CO)C[C@@H]1C	0.5
COc1ccc(-c2ccc(C3[C@@H]4CN(C(=O)Nc5ccccc5F)C[C@H]3N4)cc2)cc1 (some centres undefined)	0.4
CC(C)NC(=O)N(C)C[C@@H]1Oc2c(NS(=O)(=O)c3ccc(Cl)cc3)cccc2C(=O)N([C@@H](C)CO)C[C@H]1C	0.4
COc1ccc(S(=O)(=O)Nc2cccc3c2O[C@H](CN(C)C(=O)Nc2ccc(C(F)(F)F)cc2)[C@H](C)CN([C@H](C)CO)C3=O)cc1	-0.4
CC(C)C#Cc1ccc([C@@H]2[C@@H](CO)N(C(=O)CN(C)C)[C@H]2C#N)cc1	-1.2
CN1C(=O)c2cc(NC(=O)NC3CCCC3)ccc2OC[C@H]2O[C@H](CC(=O)O)CC[C@@H]21	0.2
CCCN(C)C[C@H]1Oc2cc(C#CCN(C)C)ccc2S(=O)(=O)N([C@H](C)CO)C[C@H]1C	-1.4
COc1ccc2c3c([nH]c2c1)[C@@H](CO)N(C(C)=O)CC31CCN(C(=O)CN2CCOCC2)CC1	-0.8
CN(C)C(=O)c1cccc(-c2ccc([C@@H]3[C@@H](C#N)N(C(=O)C4CCCCC4)[C@@H]3CO)cc2)c1	0.5
Cc1noc(C)c1S(=O)(=O)Nc1ccc2c(c1)C(=O)N([C@H](C)CO)C[C@H](C)[C@@H](CN(C)C)OCCCC[C@H](C)O2	-2.4
C[C@@H]1CN([C@@H](C)CO)S(=O)(=O)c2ccc(C#CCN(C)C)cc2O[C@@H]1CN(C)C(=O)CC1CC1	0.7
C[C@@H]1CN([C@@H](C)CO)C(=O)c2cc(NS(=O)(=O)c3ccccc3)ccc2O[C@@H](C)CCCCO[C@H]1CN(C)C(=O)c1ccccc1	0.0
CCS(=O)(=O)N1CC2(C1)CN(S(=O)(=O)c1cn(C)cn1)[C@H](CO)c1[nH]c3cc(OC)ccc3c12	0.5
COC(=O)CCCCCCC(=O)Nc1ccc(C2OC(CSc3nc4ccccc4s3)CC(c3ccccc3)O2)cc1 (centres undefined)	-8.0
C[C@H]1CCCCO[C@H](CN(C)C(=O)Cc2ccccc2)[C@@H](C)CN([C@@H](C)CO)C(=O)c2cc(NC(=O)c3ccccc3)ccc2O1	1.4
CCCNC(=O)N1C[C@@H](C)[C@@H](OC)CN(C)C(=O)c2ccc(NS(C)(=O)=O)cc2OC[C@@H]1C	-0.1
C[C@H]1CN([C@@H](C)CO)C(=O)Cc2cc(NS(=O)(=O)c3cccs3)ccc2O[C@H]1CN(C)Cc1ccc(Oc2ccccc2)cc1	-0.6
C[C@@H]1CN([C@H](C)CO)S(=O)(=O)c2ccc(-c3ccccc3)cc2O[C@@H]1CN(C)Cc1ccncc1	0.4
O=C(O)C[C@H]1C[C@@H]2c3cc(NS(=O)(=O)c4ccc(F)cc4)ccc3O[C@@H]2[C@H](CO)O1	-2.7
O=C(c1ccc2c(c1)OCO2)N1C[C@H]2[C@@H](c3ccccc31)[C@@H](CO)N2C(=O)CC1CC1	-2.2
CCC(=O)N(C)C[C@H]1Oc2ncc(-c3ccc(C)cc3)cc2C(=O)N([C@@H](C)CO)C[C@@H]1C	-5.3
COc1ccc(S(=O)(=O)Nc2ccc3c(c2)CC(=O)N([C@H](C)CO)C[C@@H](C)[C@H](CN(C)S(=O)(=O)c2ccc(C)cc2)O3)cc1	-0.4
CC(C)NC(=O)N(C)C[C@@H]1Oc2ccc(NC(=O)c3ccncc3)cc2CC(=O)N([C@H](C)CO)C[C@H]1C	-0.8
Cc1cccc(S(=O)(=O)N2C[C@@H]3[C@H](c4ccccc42)[C@H](CO)N3Cc2ccc3c(c2)OCO3)c1	-0.9
C[C@@H]1CN([C@@H](C)CO)S(=O)(=O)c2ccc(C3=CCCC3)cc2O[C@H]1CN(C)C(=O)c1ccncc1	-0.2
O=C(c1cnccn1)N1CC(=O)N2[C@H](CO)[C@@H](c3ccc(-c4ccccc4)cc3)[C@H]2C1	-1.1
COc1ccc2c3c(n(C)c2c1)[C@H](CO)N(C(=O)c1ccccc1)CC31CCN(C(C)=O)CC1	0.0
N#C[C@@H]1N[C@@H](CO)[C@H]1c1ccc(-c2cccc(F)c2)cc1	-0.5
C[C@H]1CCCCO[C@H](CN(C)C(=O)Nc2ccc(C(F)(F)F)cc2)[C@@H](C)CN([C@@H](C)CO)C(=O)c2cc(NC(=O)Nc3ccc(F)cc3)ccc2O1	0.8
C[C@H]1CN([C@@H](C)CO)C(=O)Cc2cc(NC(=O)Cc3ccccc3)ccc2O[C@H]1CN(C)Cc1ccc(C(=O)O)cc1	0.7
O=S(=O)(N[C@@H]1CCCN(Cc2cccc(OCCO)c2)C1)c1ccc2ccccc2c1	-0.5
COCC(=O)N(C)C[C@H]1Oc2ncc(-c3ccccc3F)cc2C(=O)N([C@H](C)CO)C[C@H]1C	-0.2
CCCNC(=O)N1[C@H](CO)[C@H](c2ccc(-c3ccccc3F)cc2)[C@@H]1C#N	0.1
COc1ccc(S(=O)(=O)N[C@@H]2CC[C@H](CC(=O)NCCc3ccncc3)O[C@H]2CO)cc1	-0.3
C[C@@H]1CN([C@@H](C)CO)C(=O)c2cccc(NS(=O)(=O)c3ccc(F)cc3)c2O[C@@H]1CN(C)Cc1ccc(Cl)c(Cl)c1	0.3
O=C(c1ccncc1)N1C[C@H]2[C@@H](c3ccccc31)[C@H](CO)N2C(=O)c1ccccn1	1.0
CO[C@H]1CN(C)C(=O)c2cc(NC(C)=O)ccc2OC[C@@H](C)N(C(=O)c2ccccc2F)C[C@@H]1C	-1.5
Cc1noc(C)c1NC(=O)NCC[C@H]1CC[C@H](NC(=O)c2ccncc2)[C@@H](CO)O1	0.5
C[C@H]1CN([C@@H](C)CO)C(=O)c2cc(C#Cc3ccc(F)cc3)cnc2O[C@@H]1CN(C)C	1.0
CC(C)NC(=O)N(C)C[C@H]1Oc2cc(C3=CCCCC3)ccc2S(=O)(=O)N([C@@H](C)CO)C[C@H]1C	0.0
CN(C)C(=O)C[C@@H]1C[C@H]2c3cc(NC(=O)Nc4ccccc4F)ccc3O[C@H]2[C@@H](CO)O1	-1.5
COc1ccc(-c2cn(CC[C@@H]3CC[C@H](NC(=O)c4cnccn4)[C@H](CO)O3)nn2)cc1	-0.5
COCCNC(=O)C[C@@H]1CC[C@@H]2[C@@H](COc3ccc(NC(=O)Nc4ccccc4)cc3C(=O)N2C)O1	0.5
Cc1ccc(S(=O)(=O)N[C@H]2CC[C@@H](CCn3cc(-c4ccccc4F)nn3)O[C@H]2CO)cc1	-0.8
CCC(=O)Nc1ccc2c(c1)OC[C@H](C)N(C(=O)CN1CCOCC1)C[C@@H](C)[C@H](OC)CN(C)C2=O	0.5
CN(C)CCCNC(=O)C[C@H]1CC[C@@H](NS(=O)(=O)c2ccc(F)cc2)[C@@H](CO)O1	0.1
CO[C@@H]1CC[C@H]2CCOc3ccc(C#N)cc3C(=O)N(C)[C@H](C)C(=O)N(C)C[C@@H]1O2	0.9
Cc1cccc(S(=O)(=O)N[C@H]2CC[C@H](CCNC(=O)CCN3CCCCC3)O[C@H]2CO)c1	-0.9
C[C@H](CO)N1C[C@H](C)[C@@H](CN(C)Cc2ccc(C(=O)Nc3ccccc3N)cc2)Oc2c(NC(=O)C3CC3)cccc2C1=O	-0.4
CC(C)NC(=O)Nc1ccc2c(c1)C(=O)N([C@@H](C)CO)C[C@@H](C)[C@H](CN(C)Cc1ccc3c(c1)OCO3)O2	1.0
C[C@H]1CN([C@@H](C)CO)C(=O)Cc2cc(NS(C)(=O)=O)ccc2O[C@H]1CN(C)Cc1ccc(Cl)c(Cl)c1	0.1
CO[C@H]1CN(C)C(=O)c2cc(NC(=O)C3CCCCC3)ccc2OC[C@H](C)N(C(=O)c2ccccc2)C[C@H]1C	-0.5
C[C@H](CO)N1C[C@H](C)[C@H](CN(C)C)Oc2cc(C#CCN(C)C)ccc2S1(=O)=O	1.2
O=C(C[C@@H]1CC[C@@H]2[C@H](COC[C@@H](O)CN2C(=O)c2ccccc2F)O1)NCc1ccc(Cl)cc1	0.3
COc1cccc(-c2ccccc2[C@@H]2[C@@H](C#N)N(C(=O)Cc3ccccc3)[C@H]2CO)c1	-4.5
CCCNC(=O)N1[C@H](C#N)[C@@H](c2ccc(-c3ccc(C(=O)N(C)C)cc3)cc2)[C@@H]1CO	0.1
CC(C)NC(=O)N1[C@H](C#N)[C@H](c2ccc(C#CC3CCCC3)cc2)[C@H]1CO	-6.7

Other compounds:
SMILES	TcdB GH inh
C[C@@H]1CN([C@H](C)CO)C(=O)c2cc(NC(=O)CCC(F)(F)F)ccc2O[C@H]1CN(C)Cc1ccncc1	0.2
Cc1noc(C)c1S(=O)(=O)Nc1ccc2c(c1)C(=O)N([C@@H](C)CO)C[C@H](C)[C@@H](CN(C)Cc1ccncc1)O2	-1.8
COc1ccc2c3c([nH]c2c1)[C@@H](CO)N(C(=O)C1CCC1)CC31CN(Cc2cccc(F)c2)C1	0.9
C[C@@H]1CN([C@@H](C)CO)S(=O)(=O)c2ccc(-c3cncnc3)cc2O[C@H]1CN(C)C(=O)Cc1ccncc1	2.2
CO[C@@H]1CN(C)C(=O)c2ccc(NC(=O)Nc3ccc(F)cc3)cc2OC[C@@H](C)N(C(=O)c2cnccn2)C[C@H]1C	0.4
Cc1ccccc1-c1ccc([C@@H]2[C@@H](CO)N3C(=O)CN(C(=O)c4ccncc4)C[C@H]23)cc1	0.4
O=C(N[C@@H]1CC[C@@H](CCNS(=O)(=O)Cc2ccccc2)O[C@@H]1CO)c1cnccn1	-4.9
O=C(C[C@@H]1C=C[C@@H](NS(=O)(=O)c2ccc(F)cc2)[C@H](CO)O1)NC1CCC1	-0.1
C[C@H]1CN([C@@H](C)CO)C(=O)c2cc(NC(=O)Nc3cccc4ccccc34)ccc2O[C@@H]1CN(C)C(=O)Nc1ccc(F)cc1	-0.8
O=C(C1CC1)N1CC(=O)N2[C@H](CO)[C@H](c3ccc(C4=CCCCC4)cc3)[C@@H]2C1	0.2
Cn1cnc(S(=O)(=O)N[C@H]2CC[C@H](CC(=O)NCC3CCCCC3)O[C@H]2CO)c1	-0.1
C[C@H]1CCCCO[C@H](CN(C)C(=O)CCC(F)(F)F)[C@@H](C)CN([C@@H](C)CO)C(=O)c2cc(NC(=O)Nc3ccccc3)ccc2O1	0.7
C[C@H](CO)N1C[C@H](C)[C@@H](CN(C)C(=O)Nc2ccccc2F)Oc2cc(C#CCN(C)C)ccc2S1(=O)=O	0.3
CN1C(=O)c2cc(NS(=O)(=O)c3cccc(F)c3)ccc2OC[C@@H]2O[C@@H](CC(=O)O)CC[C@H]21	-0.5
CN1C(=O)N[C@@H]2c3ccccc3O[C@@]1(C)[C@@H]2COC(=O)c1ccccc1	2.7
C[C@H](CO)N1C[C@H](C)[C@H](CN(C)S(=O)(=O)c2ccccc2F)OCc2ccccc2-c2c(n(C)c3ccccc23)C1=O	0.6
COCC(=O)N1CC2(C1)[C@@H](c1ccc(-c3ccccc3)cc1)[C@@H](CO)N2C(C)=O	0.2
CNC[C@H]1Oc2ccc(NC(=O)Nc3ccc(F)cc3)cc2C(=O)N([C@H](C)CO)C[C@@H]1C	0.5
Cc1ccccc1-c1ccccc1[C@@H]1[C@@H](C#N)N(C(=O)c2cccc(F)c2)[C@H]1CO	1.7
COc1ccccc1C#Cc1ccc2c(c1)O[C@H](CN(C)C(C)=O)[C@@H](C)CN([C@H](C)CO)S2(=O)=O	2.1
CC=Cc1ccc2n(c1=O)C[C@@H]1[C@@H](CO)[C@H](C(=O)NCc3ccc(F)cc3)[C@H]2N1S(C)(=O)=O (mixture of isomers)	1.0
COc1cccc(NC(=O)N[C@H]2CC[C@H](CC(=O)N3CCN(C)CC3)O[C@@H]2CO)c1	-2.9
C[C@H]1CN([C@@H](C)CO)S(=O)(=O)c2ccc(-c3ccccc3)cc2O[C@@H]1CN(C)S(C)(=O)=O	-1.5
COCC(=O)N1[C@H](C#N)[C@@H](c2ccccc2-c2ccccc2)[C@H]1CO	0.4

Rewritten comma-delimited: 7 of the compounds above.
mol,TcdB GH inh
Cc1cccc(S(=O)(=O)N2C[C@@H]3[C@H](c4ccccc42)[C@H](CO)N3Cc2ccc3c(c2)OCO3)c1,-0.9
C[C@H]1CN([C@@H](C)CO)C(=O)c2cc(C#Cc3ccc(F)cc3)cnc2O[C@@H]1CN(C)C,1.0
COCC(=O)N1[C@H](C#N)[C@@H](c2ccccc2-c2ccccc2)[C@H]1CO,0.4
Cc1cccc(S(=O)(=O)N[C@H]2CC[C@H](CCNC(=O)CCN3CCCCC3)O[C@H]2CO)c1,-0.9
O=C(c1cnccn1)N1CC(=O)N2[C@H](CO)[C@@H](c3ccc(-c4ccccc4)cc3)[C@H]2C1,-1.1
COCC(=O)N1CC2(C1)[C@@H](c1ccc(-c3ccccc3)cc1)[C@@H](CO)N2C(C)=O,0.2
C[C@@H]1CN([C@@H](C)CO)C(=O)c2cccc(NS(=O)(=O)c3ccc(F)cc3)c2O[C@@H]1CN(C)Cc1ccc(Cl)c(Cl)c1,0.3

Quoted at random: four entries already listed, in no set order.
SMILES	TcdB GH inh
C[C@H]1CN([C@@H](C)CO)C(=O)c2cc(NC(=O)Nc3cccc4ccccc34)ccc2O[C@@H]1CN(C)C(=O)Nc1ccc(F)cc1	-0.8
CN(C)CCCNC(=O)C[C@H]1CC[C@@H](NS(=O)(=O)c2ccc(F)cc2)[C@@H](CO)O1	0.1
C[C@@H]1CN([C@@H](C)CO)C(=O)c2cc(NS(=O)(=O)c3ccccc3)ccc2O[C@@H](C)CCCCO[C@H]1CN(C)C(=O)c1ccccc1	0.0
CCC(=O)N(C)C[C@H]1Oc2ncc(C#CCC(C)C)cc2C(=O)N([C@H](C)CO)C[C@@H]1C	0.5
